# NTR1 ag: agonists of NTR1, primary screen, imaging, U2OS cells, beta-arrestin-GFP, high content (AID 493036); Neurotensin receptor type 1 (Homo sapiens), P30989; NTR1-U2OS beta-arrestin-GFP spot imaging, agonist mode; activation, % at 20 µM; 330,000 tested, 0.17% active;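 active means activation at or above 40% of the spot to cytoplasm intensity ratio, with at least 20 cells analyzed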;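 further: 0% = DMSO without peptide and 100% = 100 nM NTR1 peptide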
# Target sequence (P30989 whole entry, looked up): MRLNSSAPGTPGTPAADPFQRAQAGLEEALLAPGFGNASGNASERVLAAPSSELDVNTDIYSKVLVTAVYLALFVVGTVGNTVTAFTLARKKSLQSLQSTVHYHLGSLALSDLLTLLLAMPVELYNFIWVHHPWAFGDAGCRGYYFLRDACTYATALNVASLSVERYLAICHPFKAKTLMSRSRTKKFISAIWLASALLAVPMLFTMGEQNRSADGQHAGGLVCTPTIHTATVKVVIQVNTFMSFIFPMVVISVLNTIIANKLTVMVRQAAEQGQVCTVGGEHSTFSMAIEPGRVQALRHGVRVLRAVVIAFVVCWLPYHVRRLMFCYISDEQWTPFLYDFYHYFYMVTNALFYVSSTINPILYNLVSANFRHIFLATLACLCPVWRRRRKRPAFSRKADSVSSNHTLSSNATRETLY
# MgcRacGAP inhibition: MgcRacGAP GTPase-activating activity inhibitors, confirmation, biochemical, ADP Hunter fluorescence | 340,000 tested, 0.6% active | one-dose inhibition, % at 30 µM; IC50 in µM for titrated hits | Rac GTPase-activating protein 1 (Homo sapiens) | AID 624330, 2012 | MgcRacGAP-stimulated Rac1 GTP hydrolysis, ADP Hunter fluorescence; higher % means a stronger effect; GST-tagged Rac1 F28L mutant substrate;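 active means first-screen hits whose inhibition reached a set limit at any dose in the follow-up dose series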;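 further: fluorescence reports GDP produced by GAP-driven GTP hydrolysis; strong numbers were not always called active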
# GPR55 antagonists: GPR55 antagonists blocking LPI-driven arrestin recruitment, primary screen, imaging, U2OS, beta-arrestin-GFP, LPI agonist (AID 2013); inhibition, % at 10 µM; hits with a dose series show IC50 in µM; 290,000 tested, 0.13% active; U2OS GPR55 beta-arrestin-GFP translocation imaging, LPI antagonism; higher % means a stronger effect;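 active means spots per cell inhibited over 60%, with over 100 cells counted and total cytoplasm intensity under 500,000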;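 further: U2OS cells stably carrying GPR55 and arrestin-GFP stimulated by 5 µM LPI near EC80; imaged beta-arrestin-GFP aggregate spots per cell after agonist stimulation; plate controls were LPI-stimulated DMSO wells for no effect and DMSO wells without LPI for full effect; some results filed as inactive read as strong as hits; confirmed hits need IC50 under 10 µM and bright autofluorescent wells are also inconclusive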
# KOR beta-arrestin-1: KOR antagonists, beta-arrestin recruitment, cell-based, luminescence, uHTS (AID 1778); KOR beta-arrestin recruitment, luminescence, antagonist mode; higher % means a stronger effect; one-dose inhibition, % at 10 µM; IC50 in µM for titrated hits; 290,000 tested, 0.091% active; in the data active means inhibition above about 50%; further: strong numbers were not always called active
# GPR35 arrestin U2OS: GPR35 antagonists blocking zaprinast-driven arrestin recruitment, primary screen, imaging, U2OS, beta-arrestin-GFP, zaprinast agonist (AID 2058). U2OS GPR35 beta-arrestin-GFP translocation imaging, zaprinast antagonism; higher % means a stronger effect. 290,000 tested, 0.052% active. one-dose inhibition, % at 10 µM; IC50 in µM for titrated hits;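 active means inhibition of at least 50% with at least 30 cells and total cytoplasm GFP at most 10,000,000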
# NOD1 NF-kB reporter: NOD1 signaling inhibitors, primary screen, cell-based, luminescence, uHTS (AID 1578); inhibition, % at 4 µM, or EC50 in µM where a hit was titrated; NOD1-driven NF-kB luciferase reporter cells, luminescence; higher % means a stronger effect; 290,000 tested, 1% active; in the data active means inhibition mostly above about 36%, no sharp cut-off; inactive means mostly below about 34%;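 further: HEK-293T reporter cells stimulated with the NOD1 agonist gamma-tri-DAP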
# KOR beta-arrestin-2: KOR agonists, beta-arrestin recruitment, primary screen, cell-based, luminescence, uHTS (AID 1777). Kappa-type opioid receptor (Homo sapiens). KOR beta-arrestin recruitment, luminescence; higher % means a stronger effect. activation, % at 10 µM, or EC50 in µM where a hit was titrated. 280,000 tested, 0.02% active; in the data active means activation above about 50%, passing the limit was not always enough; further: a part of the inactive calls stands beside numbers as strong as those of hits
# UTI89 phage lysis: inhibition of K1F phage lysis, E. coli UTI89, bacterial capsule biogenesis inhibitors, alamar blue (AID 488966). E. coli UTI89 K1F phage lysis, alamar blue, 2 h; higher % means a stronger effect. one-dose inhibition, % at 100 µM; IC50 in µM for titrated hits. 340,000 tested, 0.02% active;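 active means phage lysis inhibition, versus mean bacterial control, above a set limit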;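 further: capsule biogenesis inhibitors block K1F phage lysis so surviving cells raise fluorescence; higher fluorescence means more inhibition of phage lysis; actives were called in the ten point dose series up to 300 µM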
# GPR55 activation: GPR55 agonists via beta-arrestin recruitment, primary screen, imaging, U2OS cells, beta-arrestin-GFP redistribution (AID 1961); G-protein coupled receptor 55 (Homo sapiens); activation, % at 10 µM, or EC50 in µM where a hit was titrated; 290,000 tested, 0.048% active; U2OS GPR55 beta-arrestin-GFP redistribution imaging; higher % means a stronger effect;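 active means activation above 40% with more than 50 cells counted in the well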;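 further: U2OS osteosarcoma cells stably expressing GPR55 and beta-arrestin-GFP; plate controls were DMSO negative control for no effect and LPI positive control for full effect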
# NTR1 ag cell count 20 µM: second read-out of NTR1 ag, no call of its own (marks repeat the call); cell count; measured here: cell count, cytotoxicity flag
# * = called active by the depositor; · = not tested or not shown; [ ] = dose if it differs, or a comment. Some of the compounds tested; the hit share may differ from the screen's.
SMILES,NTR1 ag,NTR1 ag cell count 20 µM,MgcRacGAP inhibition,GPR55 antagonists,KOR beta-arrestin-1,GPR35 arrestin U2OS,NOD1 NF-kB reporter,KOR beta-arrestin-2,UTI89 phage lysis,GPR55 activation
O=C(CSc1nnc(CNC(=O)c2ccccc2F)o1)Nc1ccc2c(c1)OCCO2,3.7,87,14%,2%,12%,5%,-23%,-0.1%,0.9%,0.6%
Cc1ccc(NC(=O)CN2C(=O)S/C(=C\C(=O)Nc3ccc(Cl)cc3)C2=O)cc1,·,·,8%,14%,17%,·,13%,-4.9%,1.3%,-0.3%
CC(C)c1ccc(/C=C/C2=NNC(=O)CC2)cc1,-1.2,40,-1%,6%,13%,18%,-39%,-1.9%,-1.0%,-1.1%
Cc1cccc(-c2nnc3sc(-c4ccccc4)nn23)c1,12,67,10%,4%,-30%,-1%,-51%,-14%,2.1%,0.3%
O=C(Cn1sc2ccccc2c1=O)N1CCN(C(=O)c2ccco2)CC1,-0.4,72,14%,-9%,-17%,2%,-5%,-3.4%,0.4%,0.3%
CCc1ccc2nc(N(CCN(C)C)C(=O)/C=C/c3cccs3)sc2c1,3.9,79,10%,28%,9%,14%,5%,-2.0%,1.4%,0.6%
COc1cc(CNCCO)cc(Cl)c1OCc1ccccc1Cl,0.9,27,-7%,15%,-11%,-1%,-7%,-3.3%,0.2%,-0.2%
O=C(NCc1ccccc1)c1ccc(CS(=O)(=O)Cc2ccc(F)cc2)o1,0.1,55,9%,8%,21%,2%,-12%,-5.3%,0.3%,-0.1%
CC12CCC(C(=O)Nc3cc(F)ccc3F)(CC1=O)C2(C)C (stereo not drawn),1.1,61,4%,4%,-27%[20 µM],-8%,-28%,-5.2%,0.4%,-0.1%
O=c1c2nnn(-c3ccc(Br)cc3)c2ncn1Cc1ccccn1,2.4,62,0%,-5%,3%,-19%,-16%,-2.8%,0.3%,0.6%
CCOc1ccc(Br)cc1S(=O)(=O)Nc1ccc(Cl)c(S(=O)(=O)N(CC)c2ccccc2)c1,16,59,6%,13%,-62%,-22%,2%,15%,0.4%,1.5%
CC(=O)OC[C@H]1O[C@@H](O/N=C/C[C@@H]2C=C[C@H](OC(C)=O)[C@@H](COC(C)=O)O2)[C@H](OC(C)=O)[C@@H](OC(C)=O)[C@@H]1OC(C)=O,0.5,90,·,-8%,-22%,0%,28%,7.6%,·,-0.1%
O=C(CN1C(=O)CCS(=O)(=O)c2ccccc21)Nc1ccc(Cl)cc1,0.0,73,11%,19%,-18%,-17%,-29%,2.4%,0.4%,0.3%
NC(=O)c1ccc(C(F)(F)F)n(Cc2ccc(F)c(F)c2)c1=O,4.7,49,0%,8%,-4%,-8%,1%,-5.7%,0.2%,0.1%
CC(C)(C)OC(=O)CNC(=O)c1[nH]cnc1C(=O)Nc1ccc(Cl)cc1,38,47,5%,13%,1%,-3%,-1%,-4.0%,3.4%,-0.1%
CCOC(=O)CSc1cn2c(n1)CCC2,0.4,84,12%,10%,-2%,12%,-40%,-7.1%,-10%,0.0%
COC(=O)c1cc(NS(=O)(=O)c2ccc(OC)c(OC)c2)ccc1Cl,0.4,75,-3%,-3%,6%,17%,-13%,1.9%,-0.3%,-0.1%
COc1ccc(S(=O)(=O)Nc2cc(C)c(O)cc2C(C)C)cc1,0.7,83,10%,1%,-24%,4%,44%,-0.6%,0.0%,0.9%
COC(CNC(=O)c1ccc2c(c1)nc(C)n2-c1cc(C)cc(C)c1)OC,-0.6,95,15%,6%,-5%,13%,1%,-2.7%,0.3%,0.0%
COC(=O)C(C(=O)OC)C(C[N+](=O)[O-])c1ccc(OC)c(OC)c1 (stereo not drawn),-0.5,88,6%,·,9%,4%,1%,1.7%,0.1%,-0.1%
CC(=O)c1ccc(-c2nnc(CCC(=O)N(C)Cc3cnc4ccccn34)o2)s1,0.3,39,2%,16%,-18%,4%,-27%,2.5%,-0.6%,0.4%
CCOC(=O)CCc1c(C)nc(SCC(=O)O)c(C#N)c1C,3.3,86,6%,19%,-17%,-14%,7%,1.9%,0.2%,-0.3%
Cc1ccc(O)c(NC(=O)CN(C)S(=O)(=O)c2ccc(Cl)cc2)c1,-0.8,57,15%,-1%,6%,0%,5%,-1.7%,1.0%,-0.2%
Fc1ccc(-[n+]2nc(Nc3ccccc3)sc2-c2c3ccccc3cc3ccccc23)cc1,20,52,10%,44%,-63%[20 µM],-25%,-17%,9.2%,9.6%,0.6%
O=C(O)c1cccc(NCc2ccncc2)c1,-0.2,58,·,-1%,3%,12%,6%,10%,·,-0.1%
Cc1cc(NC(=S)NC(=O)CC(C)C)ccc1Br,4.0,60,7%,14%,-37%,10%,3%,2.4%,3.8%,0.1%
Cc1ccc2c(c1)N=C(c1ccc(F)cc1)CO2,0.2,45,24%,-2%,-28%,3%,-81%,4.3%,0.1%,-0.1%
CC(=O)Nc1ccccc1C(=O)C(=O)Nc1cccc(C(=O)NCc2ccc(C)cc2)c1,0.1,40,·,1%,27%,-1%,-24%,0.1%,·,-0.3%
Cc1cc(C)c(S(=O)(=O)NCc2cn3c(C)csc3n2)cc1C,0.8,32,2%,9%,-32%,4%,34%,4.7%,-0.4%,-0.2%
O=C(c1cccc(Br)c1)N1CCCc2ccccc21,-0.2,52,8%,10%,-4%[20 µM],5%,13%,9.7%,0.1%,-0.1%
CC(/C=C1\SC(=S)N(NS(=O)(=O)c2ccc(C)cc2)C1=O)=C\c1ccccc1,3.1,65,14%,1%,-35%,-3%,5%,-3.2%,0.1%,-0.3%
CCCC(=O)OC1CC(C)N(C(=O)c2ccccc2)c2ccc(C)cc21 (stereo not drawn),-0.3,45,5%,22%,16%,16%,-11%,-4.0%,1.3%,0.4%
CC1CCc2nc(/C(C#N)=C/c3cccnc3)sc2C1 (stereo not drawn),1.4,84,7%,-11%,-40%,-9%,-52%,1.2%,-0.2%,0.0%
Cc1nnc(SCC(=O)NC23CC4CC(CC(C4)C2)C3)s1,2.9,71,0%,8%,20%[20 µM],-3%,-26%,-5.4%,0.3%,-0.1%
O=C(CN(c1cccc(Cl)c1)S(=O)(=O)c1ccc(Cl)cc1)NCc1ccccn1,1.3,48,4%,-1%,-11%,-5%,-24%,5.6%,-0.5%,0.0%
CCCOc1ccc(C(=O)NCC(c2cccs2)N(C)C)cc1 (stereo not drawn),-1.0,85,-7%,-6%,19%,5%,-20%,1.1%,-2.0%,-0.1%
Cc1ccc(C(=O)NCC(=O)OCC(=O)c2ccc(C)c([N+](=O)[O-])c2)cc1,-0.4,70,0%,0%,16%,-14%,-8%,-5.7%,0.3%,-0.1%
O=[N+]([O-])c1ccc(S(=O)(=O)N/N=C/c2ccco2)cc1,-1.6,82,6%,11%,9%,8%,-35%,-5.1%,-0.2%,-0.6%
Cc1cccc(NS(=O)(=O)c2c(C)nc3scc(C)n3c2=O)c1,0.9,63,6%,-10%,-38%,0%,31%,6.7%,-0.7%,-0.2%
CCC(=O)N1CCc2cc(S(=O)(=O)CCC(=O)Nc3cccc(F)c3)ccc21,1.6,59,12%,8%,-7%,12%,5%,-3.8%,0.8%,-0.3%
CCNc1ccc(C(=O)OCC(=O)NCc2ccccc2Cl)cc1[N+](=O)[O-],5.1,49,2%,-10%,28%,6%,-19%,78%,5.8%,-0.1%
CCCCn1c(N)c(N(CCOC)C(=O)COC(=O)c2ccccc2OCC)c(=O)[nH]c1=O,-0.3,60,8%,-10%,-8%,13%,-11%,5.2%,0.2%,-0.1%
COc1ccc(-c2noc(CN(C)Cc3ccccc3)n2)c(OC)c1OC,1.7,65,4%,-3%,-23%,-2%,-33%,0.0%,0.1%,-0.3%
COc1ccccc1-c1ccc(SCc2ccccc2)nn1,2.4,67,4%,-4%,-4%,2%,-35%,-2.7%,0.5%,1.0%
Cc1c(C(=O)OCC2CCCO2)[nH]c2c1C(=O)CC(c1ccco1)C2 (stereo not drawn),0.4,35,10%,-7%,-18%,0%,8%,-1.1%,11%,0.2%
O=c1cnn(Cc2ccc(F)cc2)c2ccccc12,1.4,56,9%,-3%,4%,-6%,-25%,-1.6%,0.0%,·
COc1cc(NC(=O)COc2ccccc2Cl)ccc1NC(=O)C(C)C,-0.5,61,4%,1%,-8%[20 µM],14%,-52%,-9.9%,0.2%,-0.1%
O=C(NCc1ccccc1)[C@@H]1CSC2c3ccccc3C(=O)N21 (stereo partly drawn),-0.4,71,9%,-26%,-13%,2%,2%,71%,1.3%,-0.1%
O=S(=O)(NC1=NCCC1)c1cccs1,-1.0,44,0%,8%,30%,0%,-6%,2.1%,4.6%,-0.2%
NC(=O)C1CCN(C(=O)/C=C/c2cc(Br)ccc2F)CC1,-0.3,54,11%,7%,10%,-1%,-6%,-3.9%,0.4%,0.2%
# Continuation.
SMILES,NTR1 ag,NTR1 ag cell count 20 µM,MgcRacGAP inhibition,GPR55 antagonists,KOR beta-arrestin-1,GPR35 arrestin U2OS,NOD1 NF-kB reporter,KOR beta-arrestin-2,UTI89 phage lysis,GPR55 activation
CC(=O)NC1CSCC1OC(C)=O (stereo not drawn),3.3,37,9%,-3%,9%,9%,3%,7.6%,0.2%,0.2%
COc1ccc(OC)c(N=Cc2c(O)c3ccccc3oc2=O)c1,-0.1,60,5%,0%,-6%,3%,-51%,-5.6%,1.4%,-0.2%
O=c1c2ccccc2nc(COc2ccccc2)n1/N=C/c1cn[nH]c1-c1ccccc1,17,72,9%,5%,-41%,4%,36%,12%,1.5%[50 µM],0.1%
CC1Cc2ccccc2N1C(=S)Nc1cccc(S(=O)(=O)N(C)C)c1 (stereo not drawn),-0.2,46,-1%,-3%,8%,-5%,-3%,-7.0%,0.1%,-0.1%
O=C1c2ccccc2C(=O)C1c1ccc2ccccc2n1,0.9,78,9%,3%,-19%,-8%,36%,-1.7%,0.2%,0.5%
CCOC(=O)CN(Cc1ccccc1)S(=O)(=O)c1ccc(NC(C)=O)cc1,-1.4,82,6%,0%,-44%,3%,-4%,4.1%,1.4%,-0.4%

# Full records from above. Order of screens: NTR1 ag | NTR1 ag cell count 20 µM | MgcRacGAP inhibition | GPR55 antagonists | KOR beta-arrestin-1 | GPR35 arrestin U2OS | NOD1 NF-kB reporter | KOR beta-arrestin-2 | UTI89 phage lysis | GPR55 activation
# `O=C1c2ccccc2C(=O)C1c1ccc2ccccc2n1` is listed with 0.9 | 78 | 9% | 3% | -19% | -8% | 36% | -1.7% | 0.2% | 0.5%
# `CCOC(=O)CN(Cc1ccccc1)S(=O)(=O)c1ccc(NC(C)=O)cc1` is listed with -1.4 | 82 | 6% | 0% | -44% | 3% | -4% | 4.1% | 1.4% | -0.4%

# Source: PubChem BioAssay
